Assay outcomes (PubChem BioAssay)
PERK inhibitor = human PERK inhibition, primary cell-based screen | Q9NZJ5 | CHO PERK-DD fusion, SEAP luminescence translation reporter | inhibition, % at 5.6 µM | 220,000 tested, 0.17% active;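 active means inhibition above the mean inhibition of all tested compounds plus 3 SD, set separately per screening campaign, cut at about 2.9% in these data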;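 further: PERK kinase domain activated by AP20187 dimerizer at 100 nM; 0% = DMSO with dimerizer and 100% = rapamycin at 8.4 µM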
zVAD death inh = L929 zVAD cell death inhibition. L929 zVAD necroptosis rescue, ATP luminescence, 24 h; with zVAD 60 µM. viability rescue, % at 10 µM. 220,000 tested, 0.38% active;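 active means activation, scaled between plate controls, above about 75%, limit read from the data; inactive means activation under that limit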;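 further: 0% = zVAD with DMSO and 100% = DMSO alone without zVAD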
TNF necrop inh = inhibitors of TNF-alpha induced necroptosis in Jurkat FADD-/- cells. 220,000 tested, 0.068% active. activation (protection from cell death), % at 10 µM. Jurkat FADD-/- TNF necroptosis rescue, ATP luminescence, 24 h; 0 = TNF only, 100 = no-TNF cells. AID 463075;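 active means activation, meaning protection from cell death, of at least 50% relative to plate controls; inactive means activation below 50%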;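 further: necroptosis triggered by 40 ng/mL TNF-alpha added together with compound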
Runt-CBFb FRET = Runt domain-CBFb interaction inhibition; Q01196+Q13951; Cerulean-Runt/Venus-CBFb FRET ratio 530/480, 1 h; inhibition, % at 20 µM; 220,000 tested, 0.46% active;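 active means inhibition over about 50% at 20 µM in the single-dose screen, limit read from the data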;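 further: 0% = DMSO wells and 100% = excess unlabeled CBFb competitor control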
Target sequence (Q01196 whole entry, looked up, the tested form may be a part): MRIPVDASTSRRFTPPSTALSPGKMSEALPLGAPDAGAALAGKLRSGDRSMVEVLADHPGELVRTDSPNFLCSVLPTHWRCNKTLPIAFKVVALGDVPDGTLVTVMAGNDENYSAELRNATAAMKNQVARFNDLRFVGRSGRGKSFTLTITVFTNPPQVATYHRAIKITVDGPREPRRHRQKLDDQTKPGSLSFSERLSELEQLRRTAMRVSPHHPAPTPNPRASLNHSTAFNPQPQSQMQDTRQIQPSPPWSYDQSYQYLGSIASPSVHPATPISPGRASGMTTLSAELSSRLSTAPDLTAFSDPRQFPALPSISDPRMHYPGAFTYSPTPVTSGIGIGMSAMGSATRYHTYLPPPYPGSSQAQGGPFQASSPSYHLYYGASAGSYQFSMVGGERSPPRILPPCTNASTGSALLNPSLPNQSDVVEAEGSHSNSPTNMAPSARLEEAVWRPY
Target sequence (Q13951 whole entry, looked up, the tested form may be a part): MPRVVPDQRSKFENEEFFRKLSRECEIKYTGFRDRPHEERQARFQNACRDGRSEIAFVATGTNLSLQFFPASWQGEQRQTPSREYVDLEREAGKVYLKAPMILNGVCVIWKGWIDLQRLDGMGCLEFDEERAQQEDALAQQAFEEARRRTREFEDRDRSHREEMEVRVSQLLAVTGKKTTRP
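test system = Cerulean-tagged RUNX1 Runt domain (FRET donor) fusion protein | reagent = Venus-CBFb binding partner, 100 nM | incubation = protein complex preformed 1 h, compound exposure 1 h, room temperature, dark | detection = FRET fluorescence | read-out basis = loss of energy transfer signal | controls = 5 µM unlabeled CBFb as full-inhibition high control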
Hck Nef HTS = human Hck-Nef kinase inhibition | P08631 | Recombinant Hck-YEEI plus Nef, Z-Lyte FRET kinase assay | inhibition, % at 20 µM | 220,000 tested, 0.68% active | AID 463187;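 active means Hck-Nef kinase inhibition above about 50%, limit read from the data; inactive means inhibition below that limit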;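 further: 0% = DMSO with Hck plus Nef and 100% = Hck alone without Nef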
Runt-SMMHC FRET = blocks binding of human RUNX1 Runt domain to CBFb-SMMHC; inhibition, % at 20 µM; 220,000 tested, 0.74% active; AID 1434; Cerulean-Runt/Venus-CBFb-SMMHC FRET ratio 530/480, 1 h; Q01196+Q13951;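 active means mean inhibition across duplicate retests at 20 µM reaching about 50%, limit read from the data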;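 further: 0% = DMSO wells and 100% = wells with excess untagged CBFb-SMMHC; inhibitors lower the FRET ratio by blocking Runt binding to CBFb-SMMHC; some results filed as inactive read as strong as hits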
PGE2 EP2 inh = blocks the human prostaglandin E2 receptor EP2; AID 1422; C6 glioma cells expressing human EP2, cAMP TR-FRET; cells stimulated with saturating PGE2; 260,000 tested, 0.52% active; inhibition, % at 25 µM; P43116;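 active means percent inhibition above 40 after rounding to a whole number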;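 further: rat C6 glioma host cells with rolipram phosphodiesterase inhibitor present; the protocol text gives 20 µM as final concentration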
RBBP9 inhibitor = inhibitors of human serine hydrolase RBBP9. O75884. recombinant RBBP9, FP-Rh probe fluorescence polarization. inhibition, % at 7.94 µM. 220,000 tested, 0.2% active;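 active means inhibition above the campaign mean of all tested compounds plus 3 SD, cut at about 14% in these data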;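 further: plate controls were DMSO wells with RBBP9 for no effect and wells lacking RBBP9 protein for full effect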
Target sequence (O75884 whole entry, looked up): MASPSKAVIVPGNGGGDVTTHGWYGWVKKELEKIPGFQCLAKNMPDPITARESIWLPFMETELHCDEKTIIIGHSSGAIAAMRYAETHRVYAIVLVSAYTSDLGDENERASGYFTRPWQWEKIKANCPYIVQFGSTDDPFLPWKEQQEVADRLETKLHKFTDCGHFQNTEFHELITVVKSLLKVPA
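Measured by – fluorescence polarization · Test system – RBBP9 protein · Input – 2.5 µM RBBP9 dispensing solution, before mixing · Measure – percent inhibition from mP, scaled between DMSO and no-protein wells · Benchmarks – DMSO-treated enzyme wells and wells lacking RBBP9 · Times – preincubation 30 min plus labeling 45 min at 25 °C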
EP2 mod = modulates human prostaglandin E2 receptor EP2 signaling. P43116. EP2-expressing cells, cAMP HTRF FRET, PGE2 co-stimulation. induction, % at 25 µM. 260,000 tested, 0.83% active. AID 940;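 active means compounds whose cAMP rise, as percent of the full-agonist control response, exceeds 60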;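 further: rat C6 glioma line stably carrying human EP2 under a CMV promoter; the protocol text gives 20 µM as final concentration; 100% = response of wells given 1 µM PGE2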
The depositor's hits bear a star; / = not tested or not shown; & = joins results of further samples.

SMILES	RBBP9 inhibitor	Runt-CBFb FRET	zVAD death inh	Hck Nef HTS	PERK inhibitor	TNF necrop inh	Runt-SMMHC FRET	EP2 mod	PGE2 EP2 inh
Cc1ccc(C(=O)NCc2ccco2)cc1S(=O)(=O)N1CCCCC1	-8.3	1.9	-0.1	0.4	-1.0	-0.4	-6.2	8.6	16.4
O=C(c1cnc2sccn2c1=O)N1CCc2ccccc2C1	-5.9	-0.5	-0.1	-0.7	0.2	-3.7	-4.3	2.0	10.2
C(=N\Nc1nc2ccccc2s1)/c1ccccn1	4.4	-1.7	31.1	17.1	-1.6	-21.2	-3.8	-23.1	12.0
CC(C)(C)n1nnnc1C(c1ccc(F)cc1)N1CCN(Cc2ccc3c(c2)OCO3)CC1 (stereo unspecified)	1.5	-1.2	-0.1	-0.3	-0.3	0.7	-16.8	8.1	13.0
CCCC(=O)N(c1ccc2oc(C)c(C(C)=O)c2c1)S(=O)(=O)c1ccc(C)c([N+](=O)[O-])c1	8.1	-0.4	0.5	3.1	1.4	0.2	-5.7	16.7	3.5
Cc1ccc(S(=O)(=O)N2CCN(CC(O)c3ccccc3)CC2)cc1 (stereo unspecified)	-2.2	2.2	1.3	26.6	0.9	1.0	0.1	-28.0	7.5
O=C(CN1C(=O)S/C(=C\c2ccc(F)cc2)C1=O)Nc1cccc(S(=O)(=O)NCc2ccco2)c1	-5.1	0.1	0.9	0.8	-0.4	-2.7	-3.3	-17.5	7.1
COC(=O)[C@H](C)NC(=O)NCc1ccc(F)cc1	-7.3	1.8	-0.1	1.5	1.0	-1.9	-1.9	2.5	4.5
Cc1noc(C)c1S(=O)(=O)Nc1ccc(C(=O)N2CCC(C)CC2)cc1	18.2*	-0.7	0.2	5.2	0.5	1.2	1.0	-1.0	5.0
CC1CC(C)CN(C(=S)SCc2nc(N)nc(Nc3ccccc3)n2)C1 (stereo unspecified)	-2.1	-3.9	0.8	0.5	-0.6	2.6	0.1	9.1	7.4
COC(=O)/C=C(\C)NC(=O)c1ccc(F)cc1	-2.2	-0.2	1.7	-15.4	0.5	-0.9	2.7	34.0	12.2
Brc1ccc(/C=C/C=N/Nc2nc3ccccc3s2)cc1	6.9	-0.9	0.3	1.4	2.1	-0.5	-3.1	-4.1	2.2
COc1ccccc1NC(=O)c1ccccc1C(=O)O	5.2	/	4.1	16.2	0.9	0.1	/	8.2	6.4
COc1ccccc1N1CCN(/N=C/C=C/c2ccccc2[N+](=O)[O-])CC1	-2.7	-2.6	0.7	24.1	-0.7	-0.2	-1.6	-44.9	4.8
CS(=O)(=O)c1nncn1-c1ccccc1	-3.4	-2.3	-0.2	-0.4	0.1	-1.4	-3.3	18.1	18.2
Cc1ccc(Cn2c(=O)cc(C(=O)O)c3ccccc32)cc1	-3.9	-0.4	0.0	2.0	-0.1	0.1	-25.1	9.1	5.1
O=c1c(Cl)c(NCc2ccccc2Cl)cnn1C12CC3CC(CC(C3)C1)C2	-0.2	0.8	/	5.5	0.2	1.4	-1.2	21.6	13.2
CC1=NNC(=O)C1CCC(=O)N/N=C\c1ccccc1[N+](=O)[O-] (stereo unspecified)	-6.9	1.2	0.0	2.3	0.3	-0.2	2.3	13.8	9.3
CCOC(=O)C(C)Oc1cccc2c(=O)n(CC(=O)NCc3ccccc3)ccc12 (stereo unspecified)	-5.1	-0.6	-0.3	23.5	-0.4	-15.9	-0.8	-16.5	8.0
COc1ccc2[nH]c(=O)c(CNc3ccc(C)c(C)c3)cc2c1	-7.2	-16.3	0.4	10.2	0.9	-12.3	-91.3	-1.0	4.0
CN(C)CCNC(=O)c1ccc(CS(=O)(=O)c2c(Cl)cccc2Cl)o1	-3.8	0.8	0.4	0.3	1.3	0.1	-0.9	3.6	3.7
Cc1cccc(CCNC(=O)C2CCN(S(=O)(=O)c3ccccc3)CC2)c1	4.4	-0.6	-0.2	20.9	0.1	2.3	2.6	-25.5	9.8
N#CCC(=O)NNc1c([N+](=O)[O-])cc(C(F)(F)F)cc1[N+](=O)[O-]	-3.8	-0.6	-0.7	26.5	0.9	-7.5	-1.5	3.9	6.3
CC(C)(C)NC(=O)C(c1ccc(O)cc1)N(Cc1ccco1)C(=O)Cn1nnc(-c2cccs2)n1 (stereo unspecified)	-11.1	2.1	-0.8	-5.2	-0.7	-2.9	-1.5	22.2	12.8
CNc1ccc(OC(F)F)cc1C(=O)c1ccccc1	-3.8	-1.8	0.9	-2.2	-0.1	-1.9	0.3	45.0	12.3
O=c1cc(CO)oc(CN2CCN(CCO)CC2)c1O	-2.6	-1.0	1.0	1.0	0.3	-1.5	-2.2	28.7	1.8
Cc1onc(-c2ccccc2Cl)c1C(=O)Nc1ncn[nH]1	-3.4	-3.2	0.2	-1.2	0.2	-0.3	1.4	-7.6	4.3
Cc1ccc(NC(=O)CN(C)CC(=O)Nc2ccc(F)c(Cl)c2)cc1	0.3	-1.0	4.5	-5.3	-0.5	2.7	2.5	-39.2	22.3
Cc1nn(CC(=O)Nc2ccc(C(=O)N3CCCC3)cc2)c(=O)c2ccccc12	2.0	-0.1	3.5	-3.4	0.2	2.2	-1.8	-2.8	5.5
COc1ccc(N(CC(=O)Nc2ccc(OC)c(Cl)c2)S(=O)(=O)c2c(C)noc2C)cc1	-5.0	0.3	1.3	0.4	0.0	-0.5	-2.3	-3.0	1.3
Cc1ccc(-c2nnc3cccc(Cl)n23)cc1	7.4	1.8	0.1	1.1	1.5	-0.1	3.4	5.8	-1.3
Cc1ccsc1/C=N/N1CCN(Cc2ccccc2)CC1	3.8	-0.2	1.7	14.5	0.2	1.3	0.1	-5.6	5.9
Cc1nc2ccccn2c1C(=O)NCCCN1CCOCC1	-5.6	-0.9	0.1	0.9	0.4	-0.6	0.8	8.2&-24.3	9.7&9.9
CC(NC(=O)c1ccco1)C(c1cccs1)N1CCOCC1 (stereo unspecified)	0.2	0.0	-0.8	0.3	0.1	-0.3	-1.9	1.1	9.8
Cc1cc(-c2nnc(SCC(=O)Nc3ccccc3)n2C)no1	-8.0	0.5	0.5	-9.8	1.4	0.7	-2.5	-15.3	4.8
FC(F)(F)c1nnc2sc(-c3ccco3)nn12	-2.3	1.8	0.2	3.7	1.3	-2.2	-4.2	10.9	10.8
COc1ccc(-c2cc(C(=O)NCCCn3ccnc3)no2)cc1OC	-2.7	1.7	1.1	0.3	-0.6	-3.1	1.0	-26.0	3.7
Cc1cc(C)cc(-n2c(O)c(C=NC3CCS(=O)(=O)C3)c3ccccc3c2=O)c1 (stereo unspecified)	-5.6	1.9	-0.2	-0.1	-1.0	-1.2	-0.7	-10.1	4.0
Cn1c(=NC(=O)CN2C(=O)C3CC=CCC3C2=O)sc2ccccc21 (stereo unspecified)	-7.6	-4.8	0.0	1.4	-1.2	-0.9	-10.7	10.6	10.4
Cc1onc(-c2ccccc2Cl)c1C(=O)Nc1ccc(OCC(=O)N2CCOCC2)cc1	-9.9	-4.9	-0.9	3.3	0.6	-1.3	1.5	19.0	6.3
CCOC(=O)c1ccccc1-c1csc(N)n1	-5.5	6.1	1.4	6.8	-0.8	-0.8	-2.9	11.3	11.9
COc1ccc(-n2c(=O)c(CCC(=O)N(C)Cc3ccccc3C)nc3ccccc32)cc1	-10.1	-1.3	-1.8	18.2	-0.6	-2.1	-2.3	27.3	7.1
O=C(O)CC1NC(=O)N(c2ccc(Cl)cc2)C1=O (stereo unspecified)	-1.4	0.0	-0.3	0.3	0.4	-2.1	-0.5	3.5&-13.3	5.4&5.2
Cc1ccc(C)c(NC(=O)C(c2ccccc2)N2CCOCC2)c1 (stereo unspecified)	-1.3	-1.8	0.6	-7.5	1.6	0.8	-1.3	-11.6	5.0
COc1ccc(-c2cc(C(=O)OCC(=O)N(C)C3CCS(=O)(=O)C3)c3ccccc3n2)cc1OC (stereo unspecified)	-2.1	/	0.3	-26.4	0.7	-2.1	-5.3	-9.0	5.8
COc1ccccc1CCc1nnc(CCC(=O)NCC[C@@H]2C[C@@H]3C=C[C@H]2C3)o1	-4.0	-2.1	-0.4	20.5	0.1	-0.4	-1.1	-13.1	5.5
Cc1ccc(-n2c(CNc3ccc(F)cc3)nnc2SCC(=O)NCc2ccco2)cc1	-4.2	-2.7	-0.3	0.9	-1.3	0.0	2.3	-0.5	7.8
COc1cccc(CN2CCN(Cc3ccc4c(NC(C)=O)cccc4n3)CC2CCO)c1 (stereo unspecified)	-12.8	-1.3	2.7	23.2	0.4	0.0	2.3	18.3	4.3
CS(=O)(=O)N1CCCC(C(=O)N2CCc3ccccc3C2)C1 (stereo unspecified)	7.3	3.2	-0.1	0.3	-0.3	0.5	-3.9	1.5	14.8
CN(C)c1ccc(-c2noc(C3CCN(S(=O)(=O)c4cccc(Cl)c4)CC3)n2)cc1	7.4	1.8	-0.5	-1.1	0.9	0.6	-2.1	5.9	7.5
CCOC(=O)c1c(NCc2ccccc2)n[nH]c1C	-7.2	1.0	2.9	5.1	0.6	1.7	2.8	29.2	3.7
Cc1nnc(SCC(=O)NC(C)(C)C)n1C1CCCCC1	-6.4	-0.3	-0.3	5.0	0.6	0.8	6.0	6.1	3.8
COc1cccc(NC(=O)c2ccc(NCCCN3CC(C)CC(C)C3)c([N+](=O)[O-])c2)c1 (stereo unspecified)	-3.9	-3.7	-0.8	4.0	-1.0	0.5	-1.2	-58.8	5.9
Cc1ccc(CNC(=O)Cn2c(=O)c3sccc3n(Cc3ccc([N+](=O)[O-])cc3)c2=O)cc1	-6.1	-1.4	1.1	2.4	0.5	0.7	-4.2	17.1	0.8
C=CC[C@@H]1C=C[C@H](O/N=C/c2ccc(C(=O)N3[C@H](c4ccc(C)cc4)[C@@H](C)CC[C@H]3C(=O)OC)cc2)[C@@H](CO)O1	-7.3	-10.3	-0.4	-5.7	-0.6	-0.5	-11.6	25.4	/
O=C(NCCOc1ccc(Cl)cc1)C1CC(=O)N(c2ccc(F)cc2)C1 (stereo unspecified)	-0.9	-1.5	1.2	1.1	0.1	-0.5	-2.1	-57.1	4.7
O=c1ncn(-c2cccc(F)c2)c2ncccc12	-6.5	0.7	0.1	-23.1	0.9	-0.5	-4.5	14.8	2.4
O=C(C1Cc2ccccc2CN1C(=O)c1ccccc1)N1CCN(c2ccccc2)CC1 (stereo unspecified)	-1.5	0.9	-0.2	14.5	0.4	-0.6	0.5	20.1	3.7
O=C(CSc1nn(-c2ccccc2)c(=S)s1)Nc1ncccn1	-13.1	3.4	0.2	-1.1	-0.2	1.4	-0.1	-16.6	1.2

A portion of the library, so the mix of outcomes need not match the whole.
